# SIRT5 block: inhibitors of human sirtuin-5 desuccinylase. inhibition, % at 15 µM. Q9NXA8. Purified SirT5, succinyl-peptide AMC, trypsin-coupled fluorescence. actives 1.1% (n = 330,000); in the data active means inhibition above about 15%; inconclusive means no clear call, values can overlap the other calls
# Target sequence (Q9NXA8 whole entry, looked up): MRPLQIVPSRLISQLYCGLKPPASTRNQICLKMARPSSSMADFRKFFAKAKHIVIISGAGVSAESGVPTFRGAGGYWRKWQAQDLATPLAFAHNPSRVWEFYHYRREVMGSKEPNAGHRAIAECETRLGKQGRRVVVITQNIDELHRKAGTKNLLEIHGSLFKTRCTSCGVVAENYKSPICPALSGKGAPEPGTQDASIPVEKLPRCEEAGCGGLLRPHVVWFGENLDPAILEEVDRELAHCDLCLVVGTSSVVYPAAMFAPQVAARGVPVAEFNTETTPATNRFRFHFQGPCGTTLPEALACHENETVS
# E-selectin induc: E-selectin induction on HUVECs | HUVEC E-selectin immunofluorescence imaging; normalized: neutral wells 0, TNF-alpha wells 100 | actives 0.37% (n = 260,000) | P16581 | activation, % at 7.58 µM;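 active means mean E-selectin-positive cell signal at least 10% of the positive control, reached in at least 60% of replicates, without over 20% cell loss; inconclusive means no rule given, readout overlaps actives, possibly toxicity-flagged; inactive means the rest, including those meeting only one limit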;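 further: in these data hits start at about 27%; measured in HUVEC primary endothelial cells; signal is the percent of cells scored E-selectin positive by PE staining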
# Target sequence (P16581 whole entry, looked up): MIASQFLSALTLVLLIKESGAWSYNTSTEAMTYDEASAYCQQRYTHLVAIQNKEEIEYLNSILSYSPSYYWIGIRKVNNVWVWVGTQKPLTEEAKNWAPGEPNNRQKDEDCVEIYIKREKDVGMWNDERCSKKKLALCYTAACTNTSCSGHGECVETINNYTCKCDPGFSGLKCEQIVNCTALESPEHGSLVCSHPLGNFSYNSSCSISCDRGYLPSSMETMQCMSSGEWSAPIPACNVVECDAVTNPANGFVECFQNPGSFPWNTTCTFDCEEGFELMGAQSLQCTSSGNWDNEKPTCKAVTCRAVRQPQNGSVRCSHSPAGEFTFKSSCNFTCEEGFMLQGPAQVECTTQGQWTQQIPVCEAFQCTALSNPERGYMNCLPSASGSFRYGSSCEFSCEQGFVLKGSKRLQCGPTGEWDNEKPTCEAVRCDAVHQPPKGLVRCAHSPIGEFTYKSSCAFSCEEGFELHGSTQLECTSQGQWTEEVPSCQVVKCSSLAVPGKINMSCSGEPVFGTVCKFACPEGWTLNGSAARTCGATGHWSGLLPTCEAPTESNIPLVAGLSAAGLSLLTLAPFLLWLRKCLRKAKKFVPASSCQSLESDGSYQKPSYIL
#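 System: HUVEC / Compound: single concentration / Signal: immunofluorescence imaging / Read-out: percent E-selectin-positive cells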
# S100A4 inh HTS: blocks human S100A4 binding to myosin IIA peptide; S100A4/TAMRA-MyoIIA peptide fluorescence polarization; inhibition, % at 10.7 µM; actives 0.14% (n = 360,000); P26447; AID 652163;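 active means mean inhibition of at least 70% across replicates, with every replicate also reaching that level; inconclusive means mean inhibition reaches 70% but some replicates fall short; inactive means mean inhibition below 70%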
# Target sequence (P26447 whole entry, looked up): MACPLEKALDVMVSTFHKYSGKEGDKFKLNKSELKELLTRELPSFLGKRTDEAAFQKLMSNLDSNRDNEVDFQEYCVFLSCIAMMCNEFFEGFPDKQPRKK
#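 Material: human S100A4 monomer with TAMRA-labelled myosin IIA peptide; buffer or medium: HEPES pH 7.2 with CaCl2, KCl, NaCl, DTT, Triton; compound dosing: one concentration per compound; schedule: 5 min incubation before reading; benchmarks: neutral control DMSO, positive control TFP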
# PglD inh: blocks C. jejuni PglD acetyltransferase activity; purified PglD enzyme, DTNB colorimetric CoA detection; inhibition, % at 12.5 µM; actives 0.098% (n = 360,000); in the data active means inhibition above about 16%, passing the limit was not always enough; inconclusive means no clear call, values can overlap the other calls; further: strong numbers were not always called active
# DENV2 CPE: DENV2-induced cell death inhibition | DENV2-infected cells, cytopathic effect rescue, plate reader | CPE inhibition, % at 9.99 µM | actives 1.7% (n = 350,000) | AID 651640; in the data active means CPE inhibition above about 20%, passing the limit was not always enough; inconclusive means no clear call, values can overlap the other calls; tested in BHK-21 cells;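 further: 0% = median of neutral control wells and 100% = median of positive control wells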
# C2C12 statin: protects C2C12 myotubes from simvastatin toxicity. ATP luminescence, 48 h; scaled: DMSO 0, geranylgeraniol control 100. rescue of ATP level, % at 7.49 µM. actives 0.78% (n = 330,000). AID 602340;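 active means mean ATP rescue above about 67%, or every replicate alone reaching that limit, limit read from the data, passing the limit was not always enough; inconclusive means no clear call, values can overlap the other calls; inactive means mean under the limit and some replicate under it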;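 further: myotubes were challenged with 10 µM simvastatin during compound exposure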
# ERp5 block: ERp5 (human) disulfide isomerase inhibition; Q15084; ERp5 insulin aggregation, absorbance 650 nm, 90 min; inhibition, % at 9.99 µM; actives 0.05% (n = 350,000);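 active means mean replicate inhibition above about 25%, with every replicate also reaching it, limit read from the data, passing the limit was not always enough; inconclusive means only one of those two criteria met; inactive means neither criterion met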
# Active calls of the source: *; ? = inconclusive; / = not tested or not shown; & = joins results of further samples. The list is partial; the hit share may differ from the screen's.
SMILES,SIRT5 block,E-selectin induc,S100A4 inh HTS,PglD inh,DENV2 CPE,C2C12 statin,ERp5 block
O=C(Sc1ccccc1)c1cccc(Cn2cc(C(F)(F)F)ccc2=O)c1,-4,0.1,-4,1,9,/,-4
NS(=O)(=O)c1ccc(NC(=O)CCC(=O)N2CCOCC2)cc1,-1,34*,-9,5,4,-5,2
O=C(c1ccccc1)N1CC[C@@H]2[C@H]1c1cc(-c3ccccc3F)ccc1N[C@@H]2CO,5,0.1,3,-2,-4,37,0
COC(=O)c1ccc(N)nc1,0,/,-4,/,0,/,-5
COc1ccc2c3c([nH]c2c1)[C@@H](CO)N(S(=O)(=O)c1ccc(C)cc1)CC31CCN(C(=O)Cc2cccnc2)CC1,2,-0.2,19,/,6,/,-3
COc1cccc(NC(=S)N2CCC(c3ccc(C)cc3)C2)c1 (stereo not drawn),2,/,-4,1,5,-13,11
O=C(C[C@@H]1C=C[C@H](NC(=O)c2ccncc2)[C@H](CO)O1)NCCc1ccncc1,0,-0.4,-13,-1,6,3,-7
CCN(CC(=O)NCc1cccs1)CC(=O)Nc1ccc(C(N)=O)cc1,-2,-0.7,-4,-3,5,-16,1
COC(=O)c1sccc1NC(=S)Nc1ccc(F)cc1F,1,2.2,2,/,1,/,-33
CC(CCCC(C)(C)O)NC(=O)c1ccc(OC2CCN(C(=O)C3CC3)CC2)cc1 (stereo not drawn),-3,0.0,3,0,-3,/,-2
C[C@@H]1CN([C@@H](C)CO)C(=O)c2cc(NC(=O)Nc3ccc4c(c3)OCO4)ccc2O[C@@H](C)CCCCO[C@H]1CN(C)Cc1ccc(Cl)c(Cl)c1,-1,0.3,11,0,-1,/,2
O=C(C[n+]1cccc(O)c1)Nc1ccc(Br)cc1,2,/,9,/,-5,/,2
CN(C)/C=N/S(=O)(=O)c1ccc(Cl)c(Cl)c1,0,0.0,0,/,1,4,-2
Cc1ccc(F)c(NC(=O)CCOc2ccccc2C)c1,-1,0.0,-15,-7,11,9,-2
O=C(NN1C(=O)/C(=C/c2ccc(O)cc2)SC1=S)c1ccccc1O,11,14,-2,-16,5,-5,-3
CCOC(=O)c1cc2ccccc2n1CC(=O)c1ccccc1,0,0.0,7,-6,0,15,5
Cc1cc(NC(=O)C(C)SCC(=O)N(Cc2ccccc2)c2ccccc2)no1 (stereo not drawn),6,-0.5,6,-5,0,6,0
CO[C@H]1CN(C)C(=O)c2cc(NC(=O)C3CC3)ccc2OC[C@@H](C)N(Cc2ccc(F)cc2)C[C@@H]1C,1,-0.2,-6,-2,0,6,5
Cc1cc(/C=N/NC(=O)c2cccc(F)c2)c(C)n1-c1ccccc1,-5,/,1,/,-1,/,-6
Nc1ccc(Nc2nc3ccccc3[nH]2)cc1,-7,/,-4,5,0,-3,-2
C[C@@H]1CN([C@H](C)CO)C(=O)c2cc(Br)cnc2O[C@H]1CN(C)C(=O)Nc1ccccc1,6,0.2,41,2,19,-1,0
Nc1ccc(S(=O)(=O)c2ccc(NC(=O)c3cccnc3)cc2)cc1,5,/,?,0,-12,-2,1
CCOC(=O)C1(C)CCN1C(=O)c1ccccc1C(F)(F)F (stereo not drawn),-1,/,-6,3,11,0,-2
O=C(Nc1ccc(N2CCCC2)c(Cl)c1)c1ccccc1F,/,0.9,-1,7,-3,-20,5
CC(C)NC(=O)Nc1ccc2c(c1)C(=O)N([C@@H](C)CO)C[C@H](C)[C@H](CN(C)Cc1ccccc1)OCCCC[C@@H](C)O2,-1,-0.1,1,6,?,16,8
SMILES,SIRT5 block,E-selectin induc,S100A4 inh HTS,PglD inh,DENV2 CPE,C2C12 statin,ERp5 block
COc1cccc(CCNC(=O)CCCC(=O)c2ccccc2)c1,-1,0.6,-13,8,-2,-1,3
COc1cc(Cl)ccc1OC1(C)CCN(Cc2ccccc2OC(F)F)C1 (stereo not drawn),/,0.1,-2,-5,?,-7,-2
O=C(C[C@@H]1C[C@@H]2c3cc(NC(=O)CC4CC4)ccc3O[C@@H]2[C@H](CO)O1)NCc1cc(F)ccc1F,-2,-0.2,3,-7,4,-2,8
Cc1nc(-c2ccc(S(=O)(=O)Oc3ccccc3Cl)s2)cs1,-3,/,0,/,2,/,/
COCCNc1nc(Nc2ccc(C)cc2C)c2sc(-c3ccccc3)cc2n1,/,0.3,-10,-4,?,-2,-2
C[C@H]1CN([C@@H](C)CO)C(=O)Cc2cc(NC(=O)CCC(F)(F)F)ccc2O[C@H]1CN(C)S(=O)(=O)c1ccccc1,-3,0.5,1,2,7,-15,-6
Cc1cc(C)n(CC(O)COc2c(C)cccc2C)n1 (stereo not drawn),0,0.3,2,/,-1,/,-1
Cc1ccc(S(=O)(=O)N(C)C[C@H]2OCCCC[C@@H](C)Oc3ccc(NC(=O)CCC(F)(F)F)cc3C(=O)N([C@H](C)CO)C[C@H]2C)cc1,9,/,-1,-5,5,/,-7
CN1c2ccc(-c3cccc(C#N)c3)cc2[C@H]2[C@H](CCN2S(=O)(=O)c2ccccc2F)[C@H]1CO,-19,2.4,123*,1,-16,-1,1
Cn1cc(S(=O)(=O)N2CCC3(CC2)OCCO3)c(=O)n(C)c1=O,-4,-2.2,-16,1,?,0,0
N#Cc1ccccc1S(=O)(=O)N1CCN(C(=O)CN2CCCSc3ccccc32)CC1,1,/,-2,2,4,-6,0
NC(=O)CC(NC(=O)Cc1ccc(Br)cc1)c1ccc(NC2CCCC2)c([N+](=O)[O-])c1 (stereo not drawn),/,1.5,/,-2,/,-43,/
O=C(NCCc1ccc(Cl)cc1)C1CCC(=O)N1Cc1ccc(F)cc1 (stereo not drawn),-4,0.0,0,-4,-8,6,4
O=C(CCl)Nc1cc2[nH]c(=O)[nH]c2cc1Br,-1,-4.2,2,/,3,/,0
Cc1cc(S(=O)(=O)N2CCCCC2CCNC(=O)C(=O)NCc2cccnc2)ccc1F (stereo not drawn),1,/,1,-4,-6,0,5
CC(=O)C1C(c2ccc([N+](=O)[O-])cc2)c2c(noc2C)CC1(C)O (stereo not drawn),-2,/,-1,/,17,/,2
CN1c2ccc(-c3cccc(F)c3)cc2[C@@H]2[C@@H](CCN2C(=O)Cc2ccccc2)[C@@H]1CO,2,-0.6,-15,0,-5,1,13
Cc1ccc2c(c1)c(C)c(C)n2CC(O)CN1CCCCC1C (stereo not drawn),/,/,-18,2,-2,-1,-9
COc1ccc(C(=O)c2c3ccc(OC)cc3[n+]([O-])n2CCCC(N)=O)cc1,-3,0.1,-9,3,1,2,7
COc1ccccc1CNc1nc(NCc2ccc3occc3c2)c2sccc2n1,-6,-0.4,5,6,-3,-51,-5
O=C(c1cccc(F)c1)N1CC(=O)N2[C@@H](CO)[C@@H](c3ccc(C#Cc4ccc(F)cc4)cc3)[C@@H]2C1,-3,-0.2,5,/,9,/,18
Cc1cccc(OCC(=O)N2CCN(C(=O)COc3ccc(Cl)cc3)CC2)c1,3,-0.1,-3,0,8,-27,-1
O=C(c1ccccc1Cl)N1CCN(c2ncccn2)CC1,-1,/,-8,-5,-1,/,0
Fc1cccc(Cc2c(-c3cccc(Br)c3)nc3ccc(Cl)cn23)c1,-7,-0.1,8,-3,14,-4,4
Cc1ccc(SCC(=O)OCC(=O)N2CCN(C(=O)c3ccco3)CC2)c(C)c1,3,1.0,-2,0,-11,-8,6
SMILES,SIRT5 block,E-selectin induc,S100A4 inh HTS,PglD inh,DENV2 CPE,C2C12 statin,ERp5 block
Cc1cc(C(=O)NCC2CCCO2)n(-c2ccccc2)n1 (stereo not drawn),-4,0.9,4,0,-1,14,4
CC(C)(C)NC(=O)C1CCN(S(=O)(=O)c2cccc(C(F)(F)F)c2)CC1,1,0.0,-2,-3,/,-1,-1
COc1ccccc1OCC(=O)NCC1CCCN(C(=O)c2ccccc2C(C)=O)C1 (stereo not drawn),17*,-0.4,-5,9,18,12,-3
C/C(=N/NC(=O)c1cccc(N2CCCC2=O)c1)c1ccc(Br)cc1,-2,2.5,-5,2,-2,4,0
CN(C)S(=O)(=O)c1ccc(NC(=O)CN2CCC(Cc3ccccc3)CC2)cc1,0,/,-1,2,-2,-1,-1
Cn1c(=O)c2ncn(C)c2n(C)c1=O,-1,-0.2,-4,3,14,-4,1
C[C@@H]1CN([C@@H](C)CO)C(=O)c2cccc(NS(C)(=O)=O)c2O[C@@H]1CN(C)Cc1ccc(C(=O)Nc2ccccc2N)cc1,/,/,6,4,-14,/,18
O=C(COC(=O)c1ccc(NS(=O)(=O)c2ccc3c(c2)OCCO3)cc1)NC1CCS(=O)(=O)C1 (stereo not drawn),-3,/,-4,/,-3,/,-2
COc1ccc(CN(C)C[C@H]2Oc3ccc(NC(=O)C4CC4)cc3CC(=O)N([C@@H](C)CO)C[C@H]2C)cc1,-2,0.1,-25,2,3,19,-3
Cn1cc(CN2CC3C[C@@H]4CC2C[C@H](C3)C4)c(-c2ccc3c(c2)OCCO3)n1,3,-0.1,-2,/,6,/,-6
CC(C)(CNC(=O)c1ccc(-c2cccc(C(F)(F)F)c2)o1)N1CCOCC1,-3,/,0,/,4,-60,-4
CCOCCn1c(CN(C)Cc2ccccc2)nc2c1c(=O)n(C)c(=O)n2C,-1,/,1,5,-6,25,4
Cc1ccc(/C=N\NC(=O)Cc2cccn2C)o1,2,/,-5,/,-3,/,0
CCC(C)NC(=O)Cn1cc(S(=O)(=O)N2CCCC2)c(S(=O)(=O)N2CCCC2)c1 (stereo not drawn),1,/,-9,-2,1,-1,3
COc1ccc(S(=O)(=O)N(C)C[C@@H]2OCCCC[C@H](C)Oc3ccc(NS(C)(=O)=O)cc3C(=O)N([C@@H](C)CO)C[C@H]2C)cc1,-7,0.6,-29,2,1,/,0
COc1ccc2c3c(n(C)c2c1)[C@@H](CO)N(C(=O)Nc1ccc(F)cc1)CC31CN(C(=O)c2ccc3c(c2)OCO3)C1,2,-0.4,-76,/,5,/,-2
COc1cccc(CNc2ccc(C)c(Cl)c2)c1,-8,0.2,5,/,4,/,1
COC(=O)C[C@H]1C[C@@H]2c3cc(NC(=O)NC4CCCCC4)ccc3O[C@@H]2[C@H](CO)O1,2,0.0,4,-4,0,-11,3
COc1ccccc1-c1c(C(F)(F)F)oc2cc(OC(=O)c3ccc([N+](=O)[O-])cc3)ccc2c1=O,-2,/,2&-1,-1,14,/,1
COCCn1c(SCC(=O)Nc2nnc(C)s2)nnc1-c1ccoc1C,-2,1.4,2,2,1,-4,-25
CC12CC3CC(C)(C1)CC(C(=O)NCc1ccncc1)(C3)C2,1,/,-1,-9,-2,-1,3
CO[C@H]1CN(C)C(=O)c2ccc(NC(=O)C3CC3)cc2OC[C@@H](C)N(C(=O)NC(C)C)C[C@H]1C,3,0.2,4,2,-2,-5,4
CN1C(=O)c2cc(NC(=O)Cc3cccs3)ccc2OC[C@@H]2O[C@@H](CC(=O)NCCc3ccncc3)CC[C@H]21,-2,0.0,9,1,2,6,5

# A second format for some results above.
# The line under a structure holds: SIRT5 block | E-selectin induc | S100A4 inh HTS | PglD inh | DENV2 CPE | C2C12 statin | ERp5 block
COc1ccccc1-c1c(C(F)(F)F)oc2cc(OC(=O)c3ccc([N+](=O)[O-])cc3)ccc2c1=O
 : -2 | / | 2&-1 | -1 | 14 | / | 1
Cc1cc(NC(=O)C(C)SCC(=O)N(Cc2ccccc2)c2ccccc2)no1 (stereo not drawn)
 : 6 | -0.5 | 6 | -5 | 0 | 6 | 0
CN1c2ccc(-c3cccc(C#N)c3)cc2[C@H]2[C@H](CCN2S(=O)(=O)c2ccccc2F)[C@H]1CO
 : -19 | 2.4 | 123* | 1 | -16 | -1 | 1
O=C(c1ccccc1)N1CC[C@@H]2[C@H]1c1cc(-c3ccccc3F)ccc1N[C@@H]2CO
 : 5 | 0.1 | 3 | -2 | -4 | 37 | 0
COc1ccc2c3c([nH]c2c1)[C@@H](CO)N(S(=O)(=O)c1ccc(C)cc1)CC31CCN(C(=O)Cc2cccnc2)CC1
 : 2 | -0.2 | 19 | / | 6 | / | -3
Cc1nc(-c2ccc(S(=O)(=O)Oc3ccccc3Cl)s2)cs1
 : -3 | / | 0 | / | 2 | / | /
